# M. tuberculosis HTS: M. tuberculosis growth inhibition, HTS (AID 449762). M. tuberculosis H37Rv growth inhibition, 7H9 media; higher % means a stronger effect. one-dose inhibition, % at 25 µM; IC50 in µM for titrated hits. hit rate 0.59% among 330,000; in the data active means a potency from the dose series; inconclusive means inhibition above about 70% without an active follow-up result;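 further: bacterial growth assessed after seven days of incubation; strong numbers were not always called active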
# PhoP GFP inhibition: PhoP regulon inhibitors, Salmonella typhi PhoP promoter GFP reporter, confirmatory (AID 1850); inhibition, % at 50 µM; hits with a dose series show IC50 in µM; Salmonella Typhi PhoP-promoter GFP reporter, fluorescence, 4 h; higher % means a stronger effect; hit rate 0.33% among 310,000; in the data active means a potency from the dose series; inconclusive means inhibition mostly from about 25% at the one dose, without a potency; inactive means the rest, 99 in 100 with inhibition below about 19%;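 further: 0% = induced wells with vehicle and 100% = uninduced wells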
# M. tuberculosis: growth inhibition of non-replicating M. tuberculosis (AID 488890) | inhibition, % at 25 µM, or IC50 in µM where a hit was titrated | hit rate 0.39% among 320,000 | Mycobacterium tuberculosis non-replicating, growth inhibition; higher % means a stronger effect; in the data active means a potency from the dose series; inconclusive means inhibition mostly from about 82% at the one dose, without a potency; inactive means the rest, 99 in 100 with inhibition below about 76%;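 further: plate controls were DMSO cells for no effect and high antibiotic wells for full effect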
# H1N1 NS1A inhibition: H1N1 influenza NS1A inhibitors, functional cell based assay (AID 504329); one-dose inhibition, % at 12.5 µM; IC50 in µM for titrated hits; hit rate 0.3% among 340,000; NS1A functional cell-based assay, percent inhibition; higher % means a stronger effect; in the data active means a potency from the dose series; inconclusive means inhibition above about 27% without an active follow-up result; further: strong numbers were not always called active
# VEEV TC-83 Vero: inhibitors of VEEV TC-83 cytopathic effect, confirmation, Vero cells (AID 588727); hit rate 0.13% among 350,000; Vero cells, VEEV TC-83 cytopathic effect inhibition; higher % means a stronger effect; one-dose inhibition, % at 20 µM; IC50 in µM for titrated hits; in the data active means a potency from the dose series; inconclusive means inhibition mostly from about 14% at the one dose, without a potency; inactive means the rest, 99 in 100 with inhibition below about 12%; further: strong numbers were not always called active
# VEEV TC-83 Vero 10K pilot screen: further read-out of VEEV TC-83 Vero, marked with its call; inhibition, %; measured here: 10K pilot screen inhibition
# Numbers without * were called inactive; i = inactive; ? = inconclusive; / = not tested or not shown; & = joins results of further samples.
# Start of the data: the first 17 records, ahead of the listing:
SMILES,M. tuberculosis HTS,PhoP GFP inhibition,M. tuberculosis,H1N1 NS1A inhibition,VEEV TC-83 Vero,others
CCOc1ccc(NC(=O)CCn2c(=O)[nH]c3ccsc3c2=O)cc1,-2.1%,-2.6%,-5.8%,1.4%,3.1%,
CN(C)/C=C/C(=O)c1ccc(S(=O)c2ccccc2)cc1 (stereo unspecified),-2.2%,-1.6%,-5.7%,3.2%,i,
CCn1c(C)nc2cc(C(=O)NNC(=O)c3ccc(C)cc3)ccc21,6.3%,/,11.7%,-3.0%,9.7%,
C/C(=N\NC(=O)c1cc(O)cc(O)c1)c1ccc(NC(=O)Cc2ccccc2)cc1,-1.7%,-10.4%,-8.5%,-12.9%,0.2%,
COc1ccc(OC)c(NC(=O)C(C)Oc2ccc(Br)cc2)c1 (stereo unspecified),46.5%,-3.1%,-1.6%,/,1.8%,
CCN1CCN(c2ccc(S(=O)(=O)N3CCCCC3)cc2NC(=O)c2cccc(C(F)(F)F)c2)CC1,18.3%,-3.5%,27.6%,5.9%,1.9%,
CCn1cc(CNC(=O)c2ccc3nc(Cc4ccccc4F)oc3c2)cn1,6.4%,-5.4%,1.8%,4.8%,0.2%,
CCC1(c2ccccc2)NC(=O)N(CC(=O)Nc2cc(S(=O)(=O)N3CCCCC3)ccc2OC(C)C)C1=O (stereo unspecified),16.3%,8.9%,29.6%,-3.4%,11.4%,
C[C@H](CO)N1C[C@H](C)[C@@H](CN(C)Cc2ccc(C(=O)O)cc2)Oc2c(NS(=O)(=O)c3ccccc3)cccc2C1=O,-12.6%,/,-10.0%,6.4%,i,
COc1cc(C2CC(c3cccs3)=NN2C(=O)CCl)ccc1OC(F)F (stereo unspecified),?,2.5%,?,8.0%,3.8%,
Cn1c(Nc2cccc(Cl)c2)nc2ccccc21,-4.7%,-8.3%,8.2%,19.2%,i,
Nc1scc2c(C(=O)O)nn(-c3ccccc3)c(=O)c12,-7.8%,/,13.7%,11.3%,i,
COc1ccccc1/C=N/NC1=NCCCCC1,-2.6%,19.0%,-1.8%,-12.9%,i,
Cn1cc(SCC(=O)NCC2CCCO2)c2ccccc21 (stereo unspecified),-0.4%,3.9%,-9.1%,-0.5%,1.4%,
Clc1ccc(-n2nnnc2-c2ccccc2)cc1,-7.4%,-1.5%,-13.2%,15.8%,i,
COc1ccccc1NC(=S)NCCc1ccc(OC)c(OC)c1,-0.6%,-1.7%,-14.4%,23.7%,1.3%,
O=C(N/N=C/c1ccc([N+](=O)[O-])o1)c1cn(-c2ccccc2)nc1-c1ccc(Cl)cc1,4.9%,-13.6%,-0.8%,1.9%,0.0%,

# Main list (from the top)
SMILES,M. tuberculosis HTS,PhoP GFP inhibition,M. tuberculosis,H1N1 NS1A inhibition,VEEV TC-83 Vero,others
CCOc1ccc(NC(=O)CCn2c(=O)[nH]c3ccsc3c2=O)cc1,-2.1%,-2.6%,-5.8%,1.4%,3.1%,
CN(C)/C=C/C(=O)c1ccc(S(=O)c2ccccc2)cc1 (stereo unspecified),-2.2%,-1.6%,-5.7%,3.2%,i,
CCn1c(C)nc2cc(C(=O)NNC(=O)c3ccc(C)cc3)ccc21,6.3%,/,11.7%,-3.0%,9.7%,
C/C(=N\NC(=O)c1cc(O)cc(O)c1)c1ccc(NC(=O)Cc2ccccc2)cc1,-1.7%,-10.4%,-8.5%,-12.9%,0.2%,
COc1ccc(OC)c(NC(=O)C(C)Oc2ccc(Br)cc2)c1 (stereo unspecified),46.5%,-3.1%,-1.6%,/,1.8%,
CCN1CCN(c2ccc(S(=O)(=O)N3CCCCC3)cc2NC(=O)c2cccc(C(F)(F)F)c2)CC1,18.3%,-3.5%,27.6%,5.9%,1.9%,
CCn1cc(CNC(=O)c2ccc3nc(Cc4ccccc4F)oc3c2)cn1,6.4%,-5.4%,1.8%,4.8%,0.2%,
CCC1(c2ccccc2)NC(=O)N(CC(=O)Nc2cc(S(=O)(=O)N3CCCCC3)ccc2OC(C)C)C1=O (stereo unspecified),16.3%,8.9%,29.6%,-3.4%,11.4%,
C[C@H](CO)N1C[C@H](C)[C@@H](CN(C)Cc2ccc(C(=O)O)cc2)Oc2c(NS(=O)(=O)c3ccccc3)cccc2C1=O,-12.6%,/,-10.0%,6.4%,i,
COc1cc(C2CC(c3cccs3)=NN2C(=O)CCl)ccc1OC(F)F (stereo unspecified),?,2.5%,?,8.0%,3.8%,
Cn1c(Nc2cccc(Cl)c2)nc2ccccc21,-4.7%,-8.3%,8.2%,19.2%,i,
Nc1scc2c(C(=O)O)nn(-c3ccccc3)c(=O)c12,-7.8%,/,13.7%,11.3%,i,
COc1ccccc1/C=N/NC1=NCCCCC1,-2.6%,19.0%,-1.8%,-12.9%,i,
Cn1cc(SCC(=O)NCC2CCCO2)c2ccccc21 (stereo unspecified),-0.4%,3.9%,-9.1%,-0.5%,1.4%,
Clc1ccc(-n2nnnc2-c2ccccc2)cc1,-7.4%,-1.5%,-13.2%,15.8%,i,
COc1ccccc1NC(=S)NCCc1ccc(OC)c(OC)c1,-0.6%,-1.7%,-14.4%,23.7%,1.3%,
O=C(N/N=C/c1ccc([N+](=O)[O-])o1)c1cn(-c2ccccc2)nc1-c1ccc(Cl)cc1,4.9%,-13.6%,-0.8%,1.9%,0.0%,
Cc1cccc(NC(=O)C2CCN(S(=O)(=O)c3cccs3)CC2)c1,5.0%,4.5%,0.2%,-0.2%,6.5%,
O=C(NC1CCCCC1)C1CCN(C(=O)c2ccccc2Cl)CC1,0.1%,3.3%,-17.2%,-3.4%,i,
COc1ccc(OC)c(C(=O)c2oc3ccccc3c2NC(C)=O)c1,-10.6%,4.1%,/,-23.2%,2.3%,
CCN(CC)C(=O)[C@H]1C[C@H](CC(=O)NC(C)(C)C)C(=O)N2CCc3c([nH]c4cc(-c5ccco5)ccc34)[C@]12C,/,/,/,-2.7%,i,
O=C(N/N=C/c1cc2c3c(c1O)CCCN3CCC2)c1ccccc1O,/,/,/,3.22µM*,2.7%,
Fc1ccc(CN2CCN(c3ncnc4scc(-c5ccccc5)c34)CC2)cc1,?,-14.8%,37.6%,16.6%,3.6%,
CCCNC(=S)N(Cc1cc2cc(C)ccc2n2nnnc12)CC(C)(C)CN(C)C,18.8%,1.0%,54.0%,5.4%,i,
O=C(COC(=O)c1c(F)cccc1F)NCCNC(=O)COC(=O)c1c(F)cccc1F,1.5%,5.5%,0.9%,-9.2%,0.8%,
O=C(O)c1cc(-c2ccco2)nc2ccc(Br)cc12,10.1%&-4.3%,-14.1%&-6.8%,15.1%&-8.5%,3.2%&-0.9%,0.5%&1.7%,
COc1ccc(/C(N)=N/OC(=O)c2ccc([N+](=O)[O-])c(C)c2)cc1OC,4.5%,-2.6%,36.8%,7.3%,5.2%,
CN1C(=O)c2cccc3c(S(=O)(=O)Nc4ccccc4F)ccc1c23,3.1%,5.0%,-0.9%,-4.5%,4.9%,
O=C(N1CCCCC1)N1CCC(c2nc3ccccc3[nH]2)CC1,0.2%,1.3%,-3.2%,19.1%,2.3%,
Cc1nn(-c2ccccc2)c2[nH]c(=O)c(CNCC3CCCO3)cc12 (stereo unspecified),-6.8%,8.2%,-18.0%,10.3%,0.6%,
CC(=O)c1cc(C#N)c(N2CCOCC2)nc1C,-6.8%,-11.9%,0.5%,-2.6%,0.7%,
Cc1cc(N2C(=O)CC(N3CCN(c4ccc(C(=O)c5cccs5)cc4)CC3)C2=O)no1 (stereo unspecified),-0.5%,12.5%,6.7%,-0.2%,0.6%,
O=C(NCC(c1cccs1)N1CCOCC1)c1cnc(Cl)c(Cl)c1 (stereo unspecified),7.2%,/,7.5%,-10.9%,i,
Nc1nc(Cl)cc(Sc2ccc(F)cc2)n1,5.4%,-2.1%,26.6%,-3.1%,0.8%,
COc1ccc(-c2cc(C(=O)NCC3CCCO3)c3cc(C)ccc3n2)cc1 (stereo unspecified),-2.9%,0.3%,19.1%,-6.4%,8.2%,
CCOc1cc(NC(=O)c2cccs2)c(OCC)cc1NC(=O)CCC(=O)NCCN1CCOCC1,-4.9%,-0.3%,1.5%,-1.8%,1.4%,
CC(=O)c1cccc(NC(=O)C(C)OC(=O)CCn2c(C)csc2=O)c1 (stereo unspecified),-3.0%,/,-3.5%,-12.6%,1.8%,
Cc1ccc(Cl)cc1N1CCN(C(=O)c2cc3c(=O)[nH]c4ccccc4c3n2C)CC1,2.9%,-9.8%,-11.5%,-6.3%,9.7%,
O=c1[nH]c2cc3c(cc2cc1C(c1nnnn1Cc1ccccc1)N1CCCCCC1)OCCO3 (stereo unspecified),-0.1%,-3.3%,47.9%,-0.6%,4.0%,
CCN1C(=O)/C(=C\N2CCN(c3cccc(Cl)c3)CC2)SC1=S,-3.4%,14.5%,8.2%,-16.3%,0.4%,

# Three structures already listed, arranged by molecular weight, largest number first.
SMILES,M. tuberculosis HTS,PhoP GFP inhibition,M. tuberculosis,H1N1 NS1A inhibition,VEEV TC-83 Vero,others
CCOc1cc(NC(=O)c2cccs2)c(OCC)cc1NC(=O)CCC(=O)NCCN1CCOCC1,-4.9%,-0.3%,1.5%,-1.8%,1.4%,
CN1C(=O)c2cccc3c(S(=O)(=O)Nc4ccccc4F)ccc1c23,3.1%,5.0%,-0.9%,-4.5%,4.9%,
O=C(O)c1cc(-c2ccco2)nc2ccc(Br)cc12,10.1%&-4.3%,-14.1%&-6.8%,15.1%&-8.5%,3.2%&-0.9%,0.5%&1.7%,

# Next part.
SMILES,M. tuberculosis HTS,PhoP GFP inhibition,M. tuberculosis,H1N1 NS1A inhibition,VEEV TC-83 Vero,others
COc1ccc(-c2sc3cc(OC)c(OC)cc3c2C#CCCO)cc1,?,/,45.8%,-2.1%,2.2%,VEEV TC-83 Vero 10K pilot screen=3.9
C=CCn1c(CC(=O)Nc2cccc(OC)c2)nnc1SCC(=O)NC1CCCCC1,-5.2%,-11.3%,1.8%,-5.4%,1.1%,
CCc1nnc(NC(=O)c2ccc(S(=O)(=O)N3CCCC(C)C3)cc2)o1 (stereo unspecified),66.8%,-11.3%,?,-10.3%,12.2%,
CCOc1ncccc1C(=O)Nc1nnc(C)s1,-3.8%,7.6%,1.1%,-5.2%,1.9%,
[O-][N+]1=C(c2cccs2)CN(O)C1,-14.3%,4.6%,-25.5%,-3.2%,1.5%,
[O-][n+]1onc2c1CCc1c-2nc(-c2ccccc2)n1OCc1ccccc1,5.0%,-8.0%,-10.5%,20.7%,i,
COc1cc(NC(=O)c2cccs2)c(C(=O)OCC(=O)NC(=O)NCc2ccccc2)cc1OC,?,-3.6%,74.6%,1.3%,6.5%,
COc1cccc(CC(NC(C)=O)C(=O)NC2CCN(S(=O)(=O)c3cccc4ccccc34)CC2)c1 (stereo unspecified),1.8%,17.6%,30.1%,-2.1%,i,
Cc1ccccc1N1CC(C(=O)Nc2ccc(S(=O)(=O)N3CCOCC3)cc2)CC1=O (stereo unspecified),7.5%,3.1%,-4.7%,-11.5%,1.9%,
Cc1ccc2nc(CSc3nc(C)nc4c3oc3ccccc34)[nH]c2c1,-5.7%,/,-2.4%,-7.0%,0.8%,
CCOC(=O)Cn1nnc(-c2ccc(S(C)(=O)=O)cc2)n1,4.7%,-5.4%,13.5%,-1.6%,3.0%,
CC(C)COc1ccc(C(=O)Nc2cc(S(=O)(=O)N3CCOCC3)ccc2N2CCCC2)cc1,-6.6%,/,19.5%,-14.3%,4.8%,
NC(=O)N/N=C/c1cc(F)cc(F)c1,-7.2%,-2.6%,3.0%,7.9%,i,
O=C(COc1ccc(-c2ccccc2)cc1)N1CCN(C(=O)c2cccnc2)CC1,7.4%,2.8%,27.1%,-2.6%,0.3%,
CCOc1ccc(NS(=O)(=O)c2cc(C(=O)NCCN3CCOCC3)ccc2C)cc1,-0.2%,/,18.8%,-1.6%,1.3%,
CCCCCCn1c(N2CCC(C(N)=O)CC2)nc2c1c(=O)[nH]c(=O)n2C,-3.7%,-9.0%,-11.7%,5.3%,i,
CCC1(C)Cc2ccccc2-c2nc[nH]c(=O)c21 (stereo unspecified),-2.3%,4.2%,-18.7%,-4.9%,0.4%,
O=C(COC(=O)CCc1ccc(S(=O)(=O)N2CCCCC2)cc1)Nc1ccc2c(c1)OCO2,10.4%,-11.2%,8.7%,-5.7%,0.9%,
CCOC(=O)c1ccc(-n2c(C)nc3c(cnn3-c3ccc(Cl)cc3)c2=O)cc1,-7.3%,-3.1%,-4.5%,-10.4%,1.4%,
COc1cc(/C=N/NC(=O)[C@H](Cc2c[nH]c3ccccc23)NC(=O)OCC(C)C)cc([N+](=O)[O-])c1O,4.5%,2.1%,47.8%,12.3%,0.6%,
c1ccc(CSc2nnc(SCc3ccccn3)s2)nc1,-10.8%,-5.8%,69.5%,2.3%,2.4%,
CCCNC(=O)c1cc(OC)c(OC)cc1[N+](=O)[O-],-9.1%,2.7%,-5.9%,7.4%,1.1%,

# Assay outcomes as filed in PubChem.
